RBX1-CUL1 inh = inhibitors of human ROC1-CUL1 ubiquitin ligase activity; P62877+Q13616; in vitro K48 di-Ub FRET, acceptor:donor ratio, 45 min; inhibition, % at 10 µM; actives 0.6% (n = 140,000); in the data active = inhibition above about 25%
Target sequence (P62877 whole entry, looked up): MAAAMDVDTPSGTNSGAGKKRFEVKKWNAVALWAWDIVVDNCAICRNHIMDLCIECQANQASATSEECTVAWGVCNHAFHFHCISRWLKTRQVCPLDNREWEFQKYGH
Target sequence (Q13616 whole entry, looked up): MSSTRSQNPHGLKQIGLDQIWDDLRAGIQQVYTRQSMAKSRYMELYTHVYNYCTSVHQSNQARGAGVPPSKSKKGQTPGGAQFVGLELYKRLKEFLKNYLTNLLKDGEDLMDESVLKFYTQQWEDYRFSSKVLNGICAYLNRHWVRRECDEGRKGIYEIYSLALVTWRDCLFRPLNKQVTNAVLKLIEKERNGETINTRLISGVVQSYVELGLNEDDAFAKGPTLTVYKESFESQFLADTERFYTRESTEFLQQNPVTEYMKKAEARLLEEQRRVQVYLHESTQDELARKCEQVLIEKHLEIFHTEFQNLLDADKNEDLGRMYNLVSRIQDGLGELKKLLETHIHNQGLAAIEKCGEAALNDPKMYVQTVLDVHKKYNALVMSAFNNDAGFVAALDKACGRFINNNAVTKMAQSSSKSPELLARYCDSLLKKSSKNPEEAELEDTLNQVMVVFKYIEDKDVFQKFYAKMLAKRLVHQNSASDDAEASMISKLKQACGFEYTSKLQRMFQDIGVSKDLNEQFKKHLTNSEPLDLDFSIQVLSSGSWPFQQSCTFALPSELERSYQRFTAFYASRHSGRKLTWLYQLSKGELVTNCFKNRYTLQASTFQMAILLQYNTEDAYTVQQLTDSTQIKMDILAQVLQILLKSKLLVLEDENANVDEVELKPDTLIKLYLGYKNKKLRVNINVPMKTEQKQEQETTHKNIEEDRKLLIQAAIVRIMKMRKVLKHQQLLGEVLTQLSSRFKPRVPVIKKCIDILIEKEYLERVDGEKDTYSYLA
Starred values were filed as active, the others as inactive. The list is partial; rates above refer to the full screens.

SMILES	RBX1-CUL1 inh
CCOC(=O)c1ccc(NC(=O)C2(S(=O)(=O)c3ccc(Cl)cc3)CC2)cc1	-5.9
CC(C)(C)Oc1cccc2c1sc1ccccc12	-1.7
FC(F)(F)c1cccc(-c2nnc3ccc4ccccc4n23)c1	4.1
c1ccc(-c2nnc3ccccn23)cc1	0.6
COc1ccccc1NC(=O)C(C#N)=C1CCCCCC1	-1.5
O=C1N(CCCc2ccccc2)CCCC1(O)CN1CCN(c2ccccn2)CC1 (stereo not given)	1.0
CCOc1ccccc1NC(=O)CCc1c(C)nc2cc(-c3ccccc3)nn2c1C	-0.4
COc1ccc(C(=O)/C=C/c2cn(CC(O)CN3CCCCC3)c3ccccc23)cc1OC (stereo not given)	-11.4
CCCC(=O)Oc1ccc(O)c(C(C)(C)C)c1	-9.1
COc1ccc(O[C@@H]2O[C@H](COC(C)=O)[C@@H](OC(C)=O)[C@H](OC(C)=O)[C@H]2NC(C)=O)cc1	14.3
O=c1c(=O)n(Cc2c(F)cccc2Cl)ccn1Cc1ccccc1	-5.4
Cc1nnc(NC(=O)c2ccccc2[N+](=O)[O-])s1	4.8
Cc1ccc2nc(/C(C#N)=C/c3ccc(-c4ccc(C(=O)OC(C)C)cc4)o3)[nH]c2c1	-2.7
CCOc1ccc(CNCCO)cc1	4.2
Cc1cc(=O)oc2oc3ccc(O)c(O)c3c12	0.2
COc1ccc(C2Nc3ccccc3C(=O)N2Cc2ccco2)cc1Cn1nc(C)c([N+](=O)[O-])c1C (stereo not given)	4.1
CCCc1ccc(OCC(=O)Nc2sc(C(=O)OCC)c(C)c2C(=O)OCC)cc1	2.7
CCOc1ccc2nc(-c3ccccc3)nc(SCC(=O)OC)c2c1	-4.2
COc1ccccc1-c1nnc2sc(COc3ccc(Cl)cc3)nn12	-6.4
O=C(Nc1ccc(-c2nc3cc(NC(=O)c4ccc(F)cc4)ccc3o2)cc1)c1ccc(F)cc1	10.1
CC(=O)Nc1nnc2n1CCS2	-0.5
CCOC(=O)c1ccc(NC(=O)c2sc3nc4n(c(=O)c3c2C)CCC4)cc1	1.3
COc1ccc(S(=O)(=O)Nc2ccc(F)cc2)c(C)c1C	-4.2
CCOC(=O)Cn1c(=O)n(C2CCCCC2)c2nc(-c3cccc(F)c3)nc(C(N)=O)c21	-6.6
NC(=S)N/N=C/c1cc(Cl)c(OCc2ccccc2)c(Cl)c1	-6.6
O=C(c1coc(COc2cccc3cccnc23)n1)N1CCc2ccccc2C1	-0.4
COCCN1C(=O)CC(CC(=O)N2CCC(OCc3ccccc3)CC2)(c2cccc(OC)c2)C1=O (stereo not given)	1.4
Cn1c(=O)cc(SCC(=O)Nc2cccc(C#N)c2)c2ccc(Cl)cc21	-9.0
COCc1cccc(NC(=O)c2ncn[nH]2)c1	-7.1
CC(Oc1ccc(Cl)cc1Cl)C(=O)N1CCN(c2cccc(Cl)c2)CC1 (stereo not given)	-2.5
Cc1ccc(C)c(Nc2nnc(-c3ccc(C)c(S(=O)(=O)N4CCN(C)CC4)c3)c3ccccc23)c1	2.4
Cc1cc(C)c(NS(=O)(=O)c2ccc3c(c2)CC(C)N3C(=O)C2CCC2)c(C)c1 (stereo not given)	-1.8
CC1CN(C(=O)Nc2ccc(C(=O)NCCc3ccccc3Cl)cc2)c2ccccc2S1 (stereo not given)	-10.0
Cc1cccc(CN2CCc3nc(N4CCN(c5ccccn5)CC4)ncc3C2)c1	-12.7
CCn1cc2nc(SCc3cccc(F)c3)n(CCc3ccccc3)c(=O)c2n1	-4.7
O=C(NCCc1ccccc1)c1cc(S(=O)(=O)N2CCCCC2)c[nH]1	2.4
Cn1c(=O)c2c(nc(Oc3ccccc3Cl)n2Cc2ccccc2F)n(C)c1=O	-7.7
CCCNC(=O)c1oc2ccc(C)cc2c1C	9.8
CC1CN(CC(=O)Nc2ccc(C(C)C)cc2)CC(C)O1 (stereo not given)	7.8
Cn1nnnc1SCCCNCc1cc(Cl)ccc1OCc1ccccc1	7.7
CN1CCN(c2ccc(NC(=S)NC(=O)c3cccc4c(Br)cccc34)cc2)CC1	-15.6
COC(=O)c1ccc(NC(=O)CSC2=N/C(=C/c3ccco3)C(=O)N2c2ccccc2)cc1	-8.4
CCOC(=O)NC1(C(F)(F)F)NC(=O)N(Cc2ccco2)C1=O (stereo not given)	-3.8
COC(=O)CSc1nc2sc3c(c2c(=O)n1-c1ccc(C)cc1)CCCC3	-3.6
O=S(=O)(Nc1cccc(-c2ccc(N3CCCCCC3)nn2)c1)c1ccccc1F	-2.3
C#CCO[C@@H]1C=C[C@H](OC(C)=O)[C@@H](COC(C)=O)O1	-1.2
CCOc1ccc(C2c3c(n[nH]c3C(C)(C)C)OC(=N)C2C#N)cc1OCC (stereo not given)	-1.9
O=C(c1ccccc1)C1C(=O)C(c2ccc(F)cc2)N(c2ccc(O)cc2)C1=O (stereo not given)	5.9
Cc1ccc(-n2ncc(C(=O)NCCN3CCOCC3)c2C2CCN(C(=O)OC(C)(C)C)CC2)c(C)c1	-2.2
O=C(c1ccccc1)N1c2nc(-c3ccco3)nn2C2(CCCCC2)[C@@H]2CCCC[C@@H]21	-0.8
Cc1cn2c(=O)c(S(=O)(=O)N3CCN(c4cc(Cl)ccc4C)CC3)c(C)nc2s1	-4.5
Cc1nc(Oc2ccccc2F)cc(-n2nc(C)c(C#N)c2N)n1	4.2
Cc1ccc2nc(N(CCCN(C)C)C(=O)c3ccc(Br)s3)sc2c1	2.6
COc1c(C)cccc1C(=O)Nc1ccc(-c2nc3ccccc3s2)c(Cl)c1	3.9
COc1cccc(Cn2c(SCC(=O)N3CCN(c4ccc(F)cc4)CC3)nc3ccccc32)c1	2.5
Nc1c(C(=O)Nc2cccc(F)c2)sc2ncccc12	7.2
Cc1ccc(NC(=O)C2CCCN(S(=O)(=O)c3ccc(C)cc3)C2)cc1 (stereo not given)	-3.3
COc1ccc(N2CCN(C(=O)C(C)Oc3ccc(C)cc3)CC2)cc1 (stereo not given)	9.9
COC1C(=O)N(c2ccccc2)C1(SC)c1ccccc1 (stereo not given)	-2.7
Cc1[nH]c2ccccc2c1C(Nc1cccc(C(F)(F)F)c1)c1cccnc1 (stereo not given)	2.3

Next entries.
SMILES	RBX1-CUL1 inh
O=C(O)COc1ccc(Br)cc1/C=C1/SC(=O)N(CC(=O)N2CCCC2)C1=O	-9.0
Cc1ccccc1S(=O)Cc1ccc(C(=O)NC2CCCCCC2)o1 (stereo not given)	9.9
CN(c1ccc(Cl)cc1)c1sccc1-n1cccc1	-4.6
CCN1CCN(C2(C(=O)NC3CCOC(C)(C)C3)Cc3ccccc3C2)CC1 (stereo not given)	-2.5
CCc1cccc(NC2(c3ccccc3)C(=O)c3ccccc3C2=O)c1	-4.8
BrCCOC1c2ccccc2CCc2ccccc21	-5.1
CC(C)c1cccc(C(C)C)c1N=Cc1cccc(C=Nc2c(C(C)C)cccc2C(C)C)c1	0.6
CC(=O)N1CCC(=NNC(=O)c2cc(-c3ccc(Cl)c(Cl)c3)nc3ccccc23)CC1	-12.2
O=S(=O)(Oc1cccc(Cl)c1Cl)c1ccccc1	0.1
O=C(Nc1cccc(Cl)c1Cl)C1CCC1	-1.9
Cc1ccccc1CNC(=O)c1cc2cc(S(=O)(=O)N3CCCCC3)ccc2n1C	8.4
O=C(Nc1ccccc1C(=O)O)c1cc(N2C(=O)c3ccccc3C2=O)cc(N2C(=O)c3ccccc3C2=O)c1	-0.7
CC(=O)OC1=C(C)C2=C3OC(=O)C(C)=C3CC[C@@]2(C)C=C1	1.4
Cc1cc(C)c2oc(C(=O)Nc3ccc(S(=O)(=O)N(C)c4ccccc4)cc3)cc(=O)c2c1	-4.2
CSc1nc2sc3c(c2c(=O)n1-c1ccccc1C)CC(C(C)C)OC3 (stereo not given)	-2.4
CCN(CC)S(=O)(=O)c1ccc2c(c1)c(=O)c(C(=O)N(C)Cc1ccccc1)cn2C	-2.7
COCCn1c(C)cn2c3c(=O)[nH]c(=O)n(C)c3nc12	-6.9
COC(=O)C1=NN(C23CC4CC(CC(C4)C2)C3)C2C(=O)N(c3cccc(OC)c3)C(=O)C12 (stereo not given)	0.6
CCS(=O)(=O)N1CCC(C(=O)N2CCN(c3ccc(F)cc3)CC2)CC1	6.5
CCOC(=O)c1c(N)n(-c2ccc(OCC)cc2)c2nc3ccccc3nc12	-0.1
Cc1ccc(CNC(=O)c2ccc3c(c2)NC(=O)C(CS(=O)(=O)Cc2ccc(F)cc2)N3)cc1 (stereo not given)	-2.7
Cn1nnc2c(N3CCN(c4cccc(Cl)c4)CC3)ncnc21	-6.3
O=C(NCC12CC3CC(CC(C3)C1)C2)c1cc2nc(-c3ccc(F)cc3)cc(C(F)(F)F)n2n1	-9.7
N#CCCN(CCC#N)C(=O)Cc1coc2ccc3ccccc3c12	0.7

Part of the list above in order of SMILES length, highest first:
SMILES	RBX1-CUL1 inh
O=C(NCC12CC3CC(CC(C3)C1)C2)c1cc2nc(-c3ccc(F)cc3)cc(C(F)(F)F)n2n1	-9.7
Cc1cc(C)c2oc(C(=O)Nc3ccc(S(=O)(=O)N(C)c4ccccc4)cc3)cc(=O)c2c1	-4.2
CCN(CC)S(=O)(=O)c1ccc2c(c1)c(=O)c(C(=O)N(C)Cc1ccccc1)cn2C	-2.7
CC(=O)OC1=C(C)C2=C3OC(=O)C(C)=C3CC[C@@]2(C)C=C1	1.4
CCOC(=O)c1c(N)n(-c2ccc(OCC)cc2)c2nc3ccccc3nc12	-0.1
N#CCCN(CCC#N)C(=O)Cc1coc2ccc3ccccc3c12	0.7

Next records:
SMILES	RBX1-CUL1 inh
O=C(NCCn1ccc2ccccc21)c1ccc(Cl)cc1	1.9
CCSC(=S)C1(C#N)N=C(c2ccccc2)c2ccccc2N1C(=O)c1ccccc1 (stereo not given)	4.4
O=C(CCC1CCN(C(=O)CSc2ccccc2)CC1)NCc1cccnc1	11.6
COc1ccc(-c2cn3nc(N4CCC(C(=O)Nc5ccccc5OC)CC4)sc3n2)cc1	-5.6
Cc1cccc(C)c1NC(=O)CSc1nc2ncccc2o1	9.8
Cc1ccccc1-n1ncc(C(C)NC(=O)C2CCN(C(=O)N(C)C)CC2)c1C (stereo not given)	3.2
COc1ccc(/C=C2\CCc3ccccc3C2=O)cc1COc1ccccc1F	3.3
CCCCOC(=O)C(C)Oc1ccc2c(=O)c(Oc3cc(C)cc(C)c3)c(C(F)(F)F)oc2c1 (stereo not given)	2.3
C/C(=N\NC(=O)C(C)Nc1c(C)cccc1C)c1ccc(Br)cc1 (stereo not given)	3.8
O=C(NCCc1nc2ccccc2[nH]1)c1ccc(Cl)c([N+](=O)[O-])c1	8.7
Cc1ccc2c(=O)cc(C(=O)Nc3ccc(S(=O)(=O)Nc4onc(C)c4C)cc3)oc2c1C	-3.4
Cc1ccccc1OC(=O)COc1ccc2ccccc2c1Br	-4.9
COc1ccc(C(=O)c2sc3nc(-c4ccc(C)cc4)cc(C(F)(F)F)c3c2N)cc1	9.6
COCCN1CCCC2(CCN(C(=O)Nc3cccc(C)c3C)C2)C1=O (stereo not given)	3.7
COc1cccc(C(=O)Nc2cccc(C(=O)OCc3cc(=O)n4c(C)csc4n3)c2)c1	-14.1
c1cnc2c(c1)C1OC(S2)c2cccnc2S1	-5.7
CSC(=NS(=O)(=O)c1ccc(Nc2nc3ccccc3o2)cc1)SC	3.2
Cc1ccc(C)n1-c1c(C(=O)NCCCN2CCN(c3ccc(F)cc3)CC2)sc2ncccc12	-6.3
Cc1c(NC(=O)c2ccccc2)cccc1-c1nc2ccccc2s1	8.7
Cc1nn(-c2ccc(F)cc2)c(-n2cccc2)c1C(=O)N1CCN(c2ccc(F)cc2)CC1	11.2
COc1cccc(NC(=O)c2sc3nc(C)c(C(=O)Nc4ccc(C)cc4C)c(-c4ccccc4Cl)c3c2N)c1	2.1
COc1ccc2c(c1)C(=O)/C(=C/c1ccc(N(C)C)cc1)CC2	-0.8
Cc1ccc(-n2nc3ccc(NC(=O)c4ccc(C)c5ccccc45)cc3n2)cc1	9.8
Cc1ccc(CCNC(=O)CCCn2c(=O)c3ccccc3n(Cc3ccccc3C)c2=O)cc1	-1.0

For reference, some entries already given.
SMILES	RBX1-CUL1 inh
COc1ccc2c(c1)C(=O)/C(=C/c1ccc(N(C)C)cc1)CC2	-0.8
Cc1ccc(-n2nc3ccc(NC(=O)c4ccc(C)c5ccccc45)cc3n2)cc1	9.8
Cc1ccc(CCNC(=O)CCCn2c(=O)c3ccccc3n(Cc3ccccc3C)c2=O)cc1	-1.0

Part of the list above, with values ahead of the structure.
RBX1-CUL1 inh | Structure
2.1 | COc1cccc(NC(=O)c2sc3nc(C)c(C(=O)Nc4ccc(C)cc4C)c(-c4ccccc4Cl)c3c2N)c1
-0.8 | COc1ccc2c(c1)C(=O)/C(=C/c1ccc(N(C)C)cc1)CC2
9.8 | Cc1ccc(-n2nc3ccc(NC(=O)c4ccc(C)c5ccccc45)cc3n2)cc1

The list continues.
SMILES	RBX1-CUL1 inh
Cc1cccc(NS(=O)(=O)c2ccc3[nH]c4c(c3c2)CCCCCC4)c1	-15.2
C=CCN1CCN(C(=O)c2cc(Br)c(CCC)s2)CC1	-2.2
O=C(CCc1nnc(-c2ccc3c(c2)OCO3)o1)NCc1ccsc1	1.8
COC(=O)c1scc(OS(=O)(=O)c2ccc(C)cc2)c1C(=O)OC	-7.1
O=C(Cn1c(=O)oc2cc(S(=O)(=O)N3CCCCC3)ccc21)NCc1ccc(Cl)cc1	2.8
CCc1cc2c(cc3c(=O)n(CC(=O)NC4CCC(C)CC4)ncn32)s1 (stereo not given)	0.1
CCN(CC)c1ccc(/C=N/Nc2nc3ccccc3s2)cc1	0.1
O=C1OC2C3CCC(C1[C@H]3CO)[C@H]2I (stereo not given in full)	2.4
O=C(Oc1ccc2c(=O)c(Oc3ccccc3Cl)coc2c1)c1cccs1	0.8
CC(=O)CSc1cccnc1C(=O)O	-6.4
C1=C(CCNCC2CC2)CCCC1	2.0
COc1ccccc1NC(=O)NC1(C(F)(F)F)Oc2ccc(Cl)cc2O1 (stereo not given)	1.0
Clc1ccc(OCc2nc3ccccc3n2Cc2ccccc2)c(Cl)c1	11.9

Screening data deposited in PubChem by Icahn School of Medicine at Mount Sinai.
